Bioassay records (PubChem)
TROY signal inh = TROY signaling inhibition; Q293 LMP1-TROYcd NF-kB luciferase reporter, 4 h; inhibition, % at 10 µM; actives 0.98% (n = 360,000);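 active = compounds whose plate-normalised and pattern-corrected inhibition of the luciferase reporter signal at the single screening dose is 50% or more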
LRH-1 inv ag = inverse agonists of human LRH-1 (NR5A2); HEK293T StAR-luciferase reporter, LRH-1 transfected, 24 h; actives 0.13% (n = 360,000); inhibition, % at 3.6 µM; AID 602396;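 active = inhibition above the mean inhibition of all tested compounds plus 3 SD, cut at about 73% in these data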;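 note: 0% = DMSO wells and 100% = reporter-only cells lacking LRH-1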
NR2F2 inh = blocks human COUP-TFII nuclear receptor; actives 0.7% (n = 370,000); AID 686940; HEK293T NGFI-A luciferase reporter, luminescence; inhibition, % at 8.6 µM; P24468;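 active = inhibition above a per-plate cutoff, mean inhibition of test wells between control levels plus 3 SD, cut at about 38% in these data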;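 note: cells cotransfected with COUP-TFII expression vector driving the NGFI-A reporter; 0% = median of COUP-TF2 test wells and 100% = reporter-only cells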
NCOA2 inhibitor = human SRC2 (NCOA2) inhibition | inhibition, % at 9 µM | AID 651957 | actives 0.17% (n = 370,000) | HEK293 GAL4-SRC2 luciferase reporter, luminescence | Q15596;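 active = inhibition above the mean inhibition of all tested compounds plus 3 SD, set per campaign, cut at about 52% in these data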;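 note: 0% = DMSO treated cells and 100% = cells given Gossypol at 36 µM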
Exocytosis inh = blocks lytic granule exocytosis. inhibition, % at 10 µM. AID 651702. actives 0.66% (n = 360,000). TALL-104 LAMP-1 surface exposure, flow cytometry; cells stimulated with thapsigargin and PMA;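 active = inhibition above about 55%, limit read from the data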
NCOA3 inh = inhibits human SRC3 coactivator. AID 588352. actives 0.17% (n = 360,000). inhibition, % at 3.6 µM. HEK293 GAL4-SRC3 luciferase reporter, luminescence. Q9Y6Q9;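 active = inhibition above a per-campaign cutoff, the mean of all compounds plus 3 SD, cut at about 60% in these data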;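 note: 0% = DMSO-treated cells and 100% = gossypol-treated cells at 36 µM; higher means less SRC3-driven luciferase light from the GAL4 reporter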
NCOA1 inh = inhibits human SRC1 coactivator; HEK293 GAL4-SRC1 luciferase reporter, luminescence; Q15788; actives 0.12% (n = 360,000); inhibition, % at 3.6 µM;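 active = inhibition above the campaign mean plus 3 SD, with each screening campaign given its own cutoff, cut at about 60% in these data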;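 note: 0% = DMSO treated cells and 100% = gossypol at 36 µM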
NOD2 RIPK2 PPI = NOD2-RIPK2 protein interaction inhibition | actives 0.38% (n = 360,000) | AID 624267 | O43353 | inhibition, % at 4.98 µM | CHO BLA complementation NOD2-RIPK2, CCF4 ratio; in the data active = inhibition above about 21%;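 note: 0% = vehicle only and 100% = reference blocker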
TWEAK Fn14 block = blocks TWEAK-Fn14 interaction in a reporter cell assay. TWEAK-stimulated Fn14 reporter cells, luciferase luminescence, 8 h. inhibition, % at 10 µM. actives 2% (n = 360,000). AID 1159606; in the data active = inhibition above about 50%
ABHD5 PLIN5 PPI = ABHD5-PLIN5 protein interaction inhibition | Split G. princeps luciferase complementation, luminescence, 4 h | Q00G26+Q8WTS1 | inhibition, % at 4 µM | actives 0.78% (n = 360,000);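 active = inhibition above the mean inhibition across every tested compound plus 3 SD, cut at about 22% in these data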;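 note: 0% = DMSO only wells and the 100% control is not disclosed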
Target sequence (Q00G26 whole entry, looked up): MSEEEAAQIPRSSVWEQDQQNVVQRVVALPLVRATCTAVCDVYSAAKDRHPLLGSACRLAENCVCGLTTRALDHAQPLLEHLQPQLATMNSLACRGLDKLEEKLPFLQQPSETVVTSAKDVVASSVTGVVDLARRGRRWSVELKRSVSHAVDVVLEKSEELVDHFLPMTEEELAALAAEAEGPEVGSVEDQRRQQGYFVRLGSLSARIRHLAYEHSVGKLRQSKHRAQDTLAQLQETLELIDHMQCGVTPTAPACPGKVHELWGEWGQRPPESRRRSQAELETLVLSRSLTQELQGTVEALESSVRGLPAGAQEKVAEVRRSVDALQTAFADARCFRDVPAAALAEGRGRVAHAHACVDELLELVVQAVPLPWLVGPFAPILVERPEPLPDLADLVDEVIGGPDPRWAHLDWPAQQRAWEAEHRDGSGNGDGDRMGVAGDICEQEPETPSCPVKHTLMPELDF
Target sequence (Q8WTS1 whole entry, looked up): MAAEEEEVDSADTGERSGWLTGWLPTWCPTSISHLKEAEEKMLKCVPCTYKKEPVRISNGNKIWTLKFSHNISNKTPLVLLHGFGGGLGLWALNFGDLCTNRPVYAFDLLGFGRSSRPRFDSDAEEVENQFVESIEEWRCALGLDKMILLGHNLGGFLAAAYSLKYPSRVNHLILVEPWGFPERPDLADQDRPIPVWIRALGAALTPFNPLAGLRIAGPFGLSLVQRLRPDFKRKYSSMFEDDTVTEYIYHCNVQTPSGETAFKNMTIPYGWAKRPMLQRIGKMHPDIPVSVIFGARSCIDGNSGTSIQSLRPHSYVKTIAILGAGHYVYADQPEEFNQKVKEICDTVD
TLR9-MyD88 inh = inhibitors of human TLR9-MyD88 binding; inhibition, % at 4.98 µM; actives 0.21% (n = 340,000); Q9NR96+Q99836; CHO BLA complementation TLR9-MyD88, CCF4 FRET ratio;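 active = inhibition above the mean over all tested compounds plus 3 SD, cut at about 21% in these data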;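 note: 0% = DMSO only wells and 100% = clavulanate BLA inhibitor control wells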
Active calls of the source: *; x = not tested or not shown. Not all compounds are listed; count on the stated rates, not on these rows.

Molecule,TROY signal inh,LRH-1 inv ag,NR2F2 inh,NCOA2 inhibitor,Exocytosis inh,NCOA3 inh,NCOA1 inh,NOD2 RIPK2 PPI,TWEAK Fn14 block,ABHD5 PLIN5 PPI,TLR9-MyD88 inh
Cc1cc(C)cc(NC(=O)C(Sc2ncnc3ccccc23)c2ccccc2)c1 (stereo unspecified),-41,5,2,-16,-1,1,-16,-2,4,0,11
Cc1ccc(S(=O)(=O)N2CCN=C2SCc2ccccc2)cc1,-25,-3,-9,-4,-2,1,2,1,-8,-3,11
COCCNC(=O)C(=O)NNC(=O)c1ccccc1OC,6,11,6,0,0,10,4,-1,5,0,-7
Cc1ccc(S(=O)(=O)N(C)c2ccc(C(=O)N(CC(C)C)C3CCS(=O)(=O)C3)cc2)cc1 (stereo unspecified),-4,5,2,-23,-2,-9,4,-6,-4,4,-10
O=C(NNC(=O)c1ccc2c(=O)n3c(nc2c1)CCC3)c1ccc(F)cc1,-27,-23,15,-28,2,0,-12,-1,-4,3,4
CCOc1ccc(-c2cc(C(=O)N/N=C(\C)c3cccnc3)c3ccccc3n2)cc1,-19,-5,-38,-38,3,-17,-30,-6,-45,1,-4
CCOc1ccc(CCNC(=O)C2CCCN(C(=O)N(C)C)C2)cc1OCC (stereo unspecified),-3,1,13,15,-7,5,-3,-9,-3,4,-2
CC(NC(=O)c1cccc(OC2CCN(C3CCN(C)CC3)CC2)c1)c1ccccc1 (stereo unspecified),-23,-20,8,25,0,11,10,-2,-7,0,-14
CC(C)Cn1c(N)c(C(=O)COC(=O)c2ccc3c(c2)OCCO3)c(=O)n(C)c1=O,32,18,33,8,-1,15,-20,0,8,7,-5
COc1ccc(NC(=O)Cc2c(F)c(F)c(F)c(F)c2F)cc1OC,-11,-14,-18,20,-1,7,0,-6,-7,-1,15
COc1cc(-c2cc(C(=O)NCc3ccc(S(N)(=O)=O)cc3)c3ccccc3n2)cc(OC)c1OC,-7,41,6,15,-6,-6,4,-6,-10,2,9
O=C(CC1CCCCC1)NCCCN1CCOCC1,-4,0,6,2,-2,8,-13,2,7,10,3
Cc1ccc(-c2nnc(SCC(=O)N/N=C/c3ccccc3C(=O)O)n2-c2ccc(C)cc2)cc1,0,17,11,-14,-4,4,3,-5,92*,3,5
CCN(CC)C(=O)CSc1nc2c(sc(=S)n2-c2ccccc2)c(=O)n1Cc1ccco1,4,5,8,2,0,-7,-21,-13,-11,10,-2
C/C(=N\Nc1nncc2ccccc12)c1ccc(OCC(=O)N(C)C)cc1,-32,-139,-59,-35,-5,-80,-95,0,-22,3,-2
COc1ccc(CNC(=O)C2CCN(S(C)(=O)=O)CC2)c(OC)c1,-1,12,19,-11,-2,10,-4,-5,14,-9,4
Cc1ccc(C(=O)N2CCc3ccccc32)cc1,-69,-53,-32,-80,0,-27,-68,-18,0,2,1
Cc1ccc(C)c(S(=O)(=O)NCc2ccc(C(=O)N3CCC(Cc4ccccc4)CC3)cc2)c1,37,9,25,12,28,24,11,1,-14,7,0
COC(=O)C1[C@H]2C(=O)N(Cc3cccs3)C[C@]23C=C[C@H]1O3 (stereo partly specified),-4,-3,-9,-18,-6,-22,-9,0,-2,-6,3
Cc1ccccc1NC(NC(=O)c1cccs1)C(Cl)(Cl)Cl (stereo unspecified),-19,20,12,18,13,22,0,6,19,-3,2
CCOC(=O)C1C(C(=O)Nc2cccc(C(F)(F)F)c2)C1C(=O)NC(C)C (stereo unspecified),11,-10,10,6,0,9,3,1,-31,3,-4
COc1ccc(CN2CCNC(=O)C2CC(=O)NC2CCCCCC2)c(C)c1C (stereo unspecified),5,13,6,4,0,15,-7,3,-1,-1,1
COc1ccc(COC(=O)C2CCN(S(=O)(=O)c3ccc(OC)c(OC)c3)CC2)cc1,0,11,-11,-1,5,8,-5,-8,2,4,1
CC(C)(C)c1cc(C(=O)O)nn1-c1ccccc1,23,5,10,1,-3,-14,-13,-10,-2,-4,13
COc1cc(OC)c(NC(=O)c2ccc(F)cc2)cc1Cl,-31,-1,8,-1,12,11,9,-1,-16,9,5
COc1ccccc1Nc1nc(C)cc(C)n1,-6,17,11,10,-7,-8,1,-7,-1,-2,0
CCOCCCNC(=O)C1CCN(C(=O)N(C)C)CC1,-17,-1,-3,-1,7,13,8,6,49,6,-4
Cc1cc(N=Cc2c(O)n(-c3cccc(C(F)(F)F)c3)c(=O)c3ccccc23)no1,7,-1,1,-3,2,20,19,6,-8,0,15
O=C(COC(=O)CNS(=O)(=O)c1cc(C(F)(F)F)ccc1Cl)NC1CC1,-6,11,-3,-5,-3,0,0,0,8,1,-2
CCC1CCCCN1C(=O)CSc1nc2ncccc2[nH]1 (stereo unspecified),2,-6,-12,24,-6,-1,13,-19,-4,0,-7
Oc1ccccc1-c1cc(C(F)(F)C(F)F)[nH]n1,-11,-61,-33,-26,-4,-8,-8,2,10,-14,3
Cc1cccc(Nc2nc(Cl)ncc2F)c1C,-3,0,-11,-11,-10,-9,-3,-7,2,-5,-5
CCOC(=O)c1nn(-c2ccc(OCC)cc2)c2nc(-c3cccc(OC)c3)c(C#N)c(=O)n12,6,8,-2,-5,-1,5,-16,-6,-21,-4,6
COCCCn1c(SCc2nnc(-c3ccccc3)o2)nc2sc3c(c2c1=O)CCC3,4,-15,-25,-9,0,-7,0,-13,-41,0,0
COc1ccc(NC(=O)C23CC4CC(C2)CC(c2ccccc2)(C4)C3)c(OC)c1,0,-7,-4,-8,-1,5,-2,1,3,-7,-7
Cc1cccc(CC(=O)Nc2sc(C(C)C)cc2C(=O)N2CCOCC2)c1,-6,12,0,0,4,17,-2,-8,21,9,1

Profiles from above.
CCOc1ccc(-c2cc(C(=O)N/N=C(\C)c3cccnc3)c3ccccc3n2)cc1 reads TROY signal inh: -19; LRH-1 inv ag: -5; NR2F2 inh: -38; NCOA2 inhibitor: -38; Exocytosis inh: 3; NCOA3 inh: -17; NCOA1 inh: -30; NOD2 RIPK2 PPI: -6; TWEAK Fn14 block: -45; ABHD5 PLIN5 PPI: 1; TLR9-MyD88 inh: -4
Cc1cc(N=Cc2c(O)n(-c3cccc(C(F)(F)F)c3)c(=O)c3ccccc23)no1 reads TROY signal inh: 7; LRH-1 inv ag: -1; NR2F2 inh: 1; NCOA2 inhibitor: -3; Exocytosis inh: 2; NCOA3 inh: 20; NCOA1 inh: 19; NOD2 RIPK2 PPI: 6; TWEAK Fn14 block: -8; ABHD5 PLIN5 PPI: 0; TLR9-MyD88 inh: 15

Next section
Molecule,TROY signal inh,LRH-1 inv ag,NR2F2 inh,NCOA2 inhibitor,Exocytosis inh,NCOA3 inh,NCOA1 inh,NOD2 RIPK2 PPI,TWEAK Fn14 block,ABHD5 PLIN5 PPI,TLR9-MyD88 inh
CCC(=O)c1ccc(OCC(O)CNC2CCCC2)cc1 (stereo unspecified),-16,-3,1,-10,-6,-8,-17,1,-2,3,-8
CCOc1ccc(/C=N/NC(=O)CSc2ccccn2)cc1O,9,13,-1,-11,-5,15,6,-3,-5,4,-3
CCCc1nc2ccc(Cl)cn2c1Cc1ccc(C)cc1,-11,-45,-8,-40,-2,-21,-21,-6,14,-8,x
CCC(C)(C)NC(=O)CN(Cc1ccc(OC)cc1)C(=O)CCC(=O)Nc1nccs1,10,16,-16,-18,1,-6,12,-1,14,2,-6
O=S(=O)(c1ccc(NC(=S)NC2CC2)cc1)N1CCOCC1,-1,6,10,-6,-1,-13,-28,3,4,-3,16
CCc1cccc2c(C(=O)CSc3nncn3-c3ccc(OC)cc3)c[nH]c12,11,-5,-7,9,-5,-1,-26,4,-7,2,0
CCCCNc1ncnc2[nH]ncc12,8,-4,7,11,3,9,12,-9,-2,11,-6
O=C(Nc1cccc(S(=O)(=O)N2CCCCC2)c1)C1CCCC1,12,7,-3,26,0,-12,-16,6,11,-3,-4
Cc1cc(C)n(C(=O)CCC(=O)NCc2ccccc2)n1,-1,4,2,19,-3,16,6,0,-10,-2,-9
COc1cc(OC)cc(C(=O)Nc2cccc3c2CCCC3)c1,-10,9,-4,-36,-9,-11,22,0,-21,2,-1
CC1CC(C)CN(C(=O)c2nn(C)c3c2CSc2ccccc2-3)C1 (stereo unspecified),-1,2,9,-28,-2,-15,-13,-10,-7,-8,-4
CCN(C(=O)COC(=O)c1ccccc1Nc1cccc(C)c1C)C1CCS(=O)(=O)C1 (stereo unspecified),0,-13,-3,-29,-1,8,-4,8,-27,-7,-2

4 entries from above, as labelled records.
structure: CCCCNc1ncnc2[nH]ncc12
  TROY signal inh: 8 | LRH-1 inv ag: -4 | NR2F2 inh: 7 | NCOA2 inhibitor: 11 | Exocytosis inh: 3 | NCOA3 inh: 9 | NCOA1 inh: 12 | NOD2 RIPK2 PPI: -9 | TWEAK Fn14 block: -2 | ABHD5 PLIN5 PPI: 11 | TLR9-MyD88 inh: -6

structure: O=C(Nc1cccc(S(=O)(=O)N2CCCCC2)c1)C1CCCC1
  TROY signal inh: 12 | LRH-1 inv ag: 7 | NR2F2 inh: -3 | NCOA2 inhibitor: 26 | Exocytosis inh: 0 | NCOA3 inh: -12 | NCOA1 inh: -16 | NOD2 RIPK2 PPI: 6 | TWEAK Fn14 block: 11 | ABHD5 PLIN5 PPI: -3 | TLR9-MyD88 inh: -4

structure: Cc1cc(C)n(C(=O)CCC(=O)NCc2ccccc2)n1
  TROY signal inh: -1 | LRH-1 inv ag: 4 | NR2F2 inh: 2 | NCOA2 inhibitor: 19 | Exocytosis inh: -3 | NCOA3 inh: 16 | NCOA1 inh: 6 | NOD2 RIPK2 PPI: 0 | TWEAK Fn14 block: -10 | ABHD5 PLIN5 PPI: -2 | TLR9-MyD88 inh: -9

structure: COc1cc(OC)cc(C(=O)Nc2cccc3c2CCCC3)c1
  TROY signal inh: -10 | LRH-1 inv ag: 9 | NR2F2 inh: -4 | NCOA2 inhibitor: -36 | Exocytosis inh: -9 | NCOA3 inh: -11 | NCOA1 inh: 22 | NOD2 RIPK2 PPI: 0 | TWEAK Fn14 block: -21 | ABHD5 PLIN5 PPI: 2 | TLR9-MyD88 inh: -1

The listing continues.
Molecule,TROY signal inh,LRH-1 inv ag,NR2F2 inh,NCOA2 inhibitor,Exocytosis inh,NCOA3 inh,NCOA1 inh,NOD2 RIPK2 PPI,TWEAK Fn14 block,ABHD5 PLIN5 PPI,TLR9-MyD88 inh
Cc1nc(NC(=O)CN2CCCCC2)sc1C(=O)N(C)C,7,-1,12,-25,0,5,9,0,-6,-3,-9
COc1ccc(CNC(=O)C(C)N2C(=O)COc3ccc(C)cc32)c(OC)c1 (stereo unspecified),-6,-6,-9,-11,4,8,2,-7,3,-8,13
OCc1ccc(-c2nn(Cc3ccccc3)c3ccccc23)o1,9,14,-9,18,38,-13,3,6,6,21,7
CC1CC(C)CN(S(=O)(=O)c2ccc(F)c(C(=O)NC3CCCCC3C)c2)C1 (stereo unspecified),17,-20,2,-9,-6,-13,-4,-2,17,-4,-4
